# Screening data as filed in PubChem BioAssay.
# Dynein transport – dynein cargo transport inhibition; z-score, hits read low; AID 1381; 3617.4 mouse cells, GR-EGFP nuclear translocation imaging; test concentration mostly 20 µM; stimulated with dexamethasone, 1 µM; stronger effect = lower value; 220,000 compounds, 0.47% hits;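 active means plate z-score of nuclear minus cytoplasmic receptor signal below a set negative limit, without overly bright fluorescence or cell loss, cut at about -3.5 in these data, passing the limit was not always enough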;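 further: z-score of nuclear minus cytoplasmic ring GR-EGFP intensity difference per well; some compounds called inactive have numbers as strong as hits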
#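 Buffer or medium: tet-free medium with charcoal-stripped serum / Also added: dexamethasone agonist, 1.0 µM final, for 30 min / Timing: induction 48 h, compound 1 h, agonist 30 min / Measured by: high-content fluorescence imaging after fixation / Read-out: nuclear-to-cytoplasmic GR-EGFP distribution per well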
# AID2073 – disruptors of CaV2.2 binding to Mint1 – biochemical, HTRF (AID 2073). HTRF protein-protein interaction, Mint1-CaV2.2; higher % means a stronger effect. 290,000 compounds, 0.19% hits. inhibition, % at 20 µM; hits with a dose series show IC50 in µM; in the data active means inhibition mostly above about 51%, no sharp cut-off; inconclusive means no clear call, values can overlap the other calls; inactive means mostly below about 53%; further: some results filed as inactive read as strong as hits
# NOD2 inhibition – NOD2 signaling inhibitors, cell-based, luminescence, uHTS, HEK293 (AID 1566); HEK293 NOD2/NF-kB luciferase reporter, luminescence; higher % means a stronger effect; one-dose inhibition, % at 4 µM; EC50 in µM for titrated hits; 290,000 compounds, 0.63% hits; further: many of its hits are not listed in these tables
# KOR beta-arrestin-1 – KOR agonists, beta-arrestin recruitment, primary screen, cell-based, luminescence, uHTS (AID 1777); KOR beta-arrestin recruitment, luminescence; higher % means a stronger effect; activation, % at 10 µM; hits with a dose series show EC50 in µM; 280,000 compounds, 0.02% hits; in the data active means activation above about 50%, passing the limit was not always enough; further: a part of the inactive calls stands beside numbers as strong as those of hits
# NOD1 inhibition – inhibition of NOD1-driven NF-kB reporter – cell-based, luminescence, uHTS, primary screen (AID 1578); NOD1-driven NF-kB luciferase reporter cells, luminescence; higher % means a stronger effect; inhibition, % at 4 µM, or EC50 in µM where a hit was titrated; 290,000 compounds, 1% hits; in the data active means inhibition mostly above about 36%, no sharp cut-off; inactive means mostly below about 34%;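 further: HEK-293T reporter cells stimulated with the NOD1 agonist gamma-tri-DAP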
# GPR55 beta-arrestin – selective activators of receptor GPR55 – imaging, U2OS cells, beta-arrestin-GFP redistribution, primary screen (AID 1961). U2OS GPR55 beta-arrestin-GFP redistribution imaging; higher % means a stronger effect. one-dose activation, % at 10 µM; EC50 in µM for titrated hits. 290,000 compounds, 0.048% hits;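 active means activation above 40% with more than 50 cells counted in the well; inconclusive means wells holding fewer than 50 cells, flagged as toxic or sparse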;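 further: U2OS osteosarcoma cells stably expressing GPR55 and beta-arrestin-GFP; plate controls were DMSO negative control for no effect and LPI positive control for full effect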
# M17LAP inhibition – P. falciparum M17LAP inhibitors, primary screen, biochemical, fluorogenic H-Leu-NHMec substrate, 1536-well (AID 1619) | recombinant M17LAP, H-Leu-NHMec fluorogenic kinetic assay; higher % means a stronger effect | 220,000 compounds, 0.38% hits | one-dose inhibition, % at 30 µM; IC50 in µM for titrated hits;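 active means compound inhibiting the enzyme by more than half at any dose during confirmatory dose-response retesting; inconclusive means strong single-dose inhibitors picked by rank but not retested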;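 further: plate controls were full reaction with DMSO carrier for no effect and no enzyme background for full effect; strong numbers were not always called active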
# KOR beta-arrestin-2 – KOR antagonists, beta-arrestin recruitment, cell-based, luminescence, uHTS (AID 1778); KOR beta-arrestin recruitment, luminescence, antagonist mode; higher % means a stronger effect; inhibition, % at 10 µM; hits with a dose series show IC50 in µM; 290,000 compounds, 0.091% hits; further: strong numbers were not always called active
# P. falciparum M1AAP – P. falciparum M1AAP inhibitors, biochemical, fluorogenic H-Leu-NHMec substrate, 1536-well (AID 1445) | 220,000 compounds, 0.42% hits | one-dose inhibition, % at 30 µM; IC50 in µM for titrated hits | recombinant M1AAP, H-Leu-NHMec fluorogenic kinetic assay; higher % means a stronger effect;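 active means primary inhibition above the hit cutoff, then over 50% inhibition at one or more dose response concentrations, cut at about 23% in these data, passing the limit was not always enough; inconclusive means conflicting primary data, or primary hits not chosen for dose response; inactive means low primary inhibition, or under 50% at every dose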;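 further: plate controls were DMSO full reaction for no effect and no enzyme background for full effect; strong numbers were not always called active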
# Dynein transport cytoplasmic EGFP – recorded beside Dynein transport, whose call it bears; z-score; measured here: cytoplasmic GR-EGFP intensity; stronger effect = higher value
# Dynein transport nuclear GR-EGFP – further read-out of Dynein transport, marked with its call; z-score; measured here: nuclear GR-EGFP intensity;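 lower value marks the stronger effect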
# Dynein transport cell count – recorded beside Dynein transport, whose call it bears; z-score; measured here: cell count per field
# An asterisk follows results filed as active; u = inconclusive; x = no result given; [ ] = another dose, or the depositor's remark. Unless noted, no stated cut-off is given here; in the data, active means inhibition above about 50%; inactive means the rest.
SMILES,Dynein transport,Dynein transport cytoplasmic EGFP,Dynein transport nuclear GR-EGFP,Dynein transport cell count,AID2073,NOD2 inhibition,KOR beta-arrestin-1,NOD1 inhibition,GPR55 beta-arrestin,M17LAP inhibition,KOR beta-arrestin-2,P. falciparum M1AAP
COc1ccccc1-c1nc(N)n[nH]1,-0.37,-0.17,0.0017,0.3,-3%,-2%,x,-17%,-0.1%,0%,-2%,2%
CCc1cccc2c(C(=S)N3CCCC3)c[nH]c12,-0.5,1.1,-0.13,-0.61,8%,-16%,x,11%,-0.1%,4%,-28%[20 µM],6%
COc1ccc(CNC(=O)[C@@H](NC(=O)C2CCN(C(=O)[C@@H](N)CC(C)C)CC2)C(C)C)cc1,x,x,x,x,6%,18%,-4.2%,-16%,-0.1%,x,3%[20 µM],x
Cc1nc2ccccc2n1C1CC(=O)N(Cc2ccccc2)C1=O (centres undefined),-0.33,-0.24,-0.18,1.2,2%,5%,x,-3%,0.3%,-20%,x,0%
COc1ccc(N2C(=O)CC(N3CCN(c4ccc(Cl)cc4)CC3)C2=O)cc1 (centres undefined),x,x,x,x,16%,6%,-1.0%,-25%,0.3%,x,1%[20 µM],x
COc1ccc(CC(=O)Nc2ccccc2Oc2ccccc2)cc1,0.96,-0.086,1.1,-0.95,14%,0%,1.5%,4%,-0.1%,x,-2%[20 µM],x
Cc1cccc(C(=O)N2CCCC(c3nc(-c4ccc(F)cc4)no3)C2)c1 (centres undefined),x,x,x,x,-1%,19%,-1.2%,15%,-0.1%,x,-7%[20 µM],x
COc1ccc(CCn2c(=N)c(C(=O)NC3CCCCC3)cc3c(=O)n4ccccc4nc32)cc1,x,x,x,x,2%,-1%,0.9%,-12%,0.2%,x,-14%,x
CCOC(=O)Cc1csc2nc(-c3ccccc3)nn12,0.51,-0.2,0.0077,-0.56,12%,20%,-5.8%,-2%,0.1%,-1%,19%,0%
N#CC(C(=O)O)=C1CCCC1,0.41,-0.11,0.48,-0.99,-9%,4%,2.1%,-17%,-0.3%,-6%,1%,-3%
COc1cccc(-c2nc(CS(=O)(=O)CC(=O)N3CCN(C)CC3)c(C)o2)c1,2.5,0.28,2,-1.3,13%,6%,-0.3%,-8%,0.9%,1%,-8%,1%
CCOC(=O)N1CCC(NC(=O)CCc2cn(C)c3ccccc23)CC1,-0.79,-0.3,-0.59,1,0%,5%,-2.5%,-10%,-0.1%,-2%,16%,7%
C/C=C/c1ccc(OCCCN2C(=O)NC(C)(C)C2=O)c(OC)c1,-0.95,-0.13,-0.24,-0.048,8%,13%,-0.5%,6%,-0.1%,3%,-36%,2%
CC1(c2nnc(-c3ccc(F)cc3)o2)CC(c2ccc(Cl)cc2)=NO1 (centres undefined),-0.29,-0.75,-0.094,0.1,6%,16%,-2.0%,-5%,-0.1%,7%,6%,2%
COC(=O)c1cc(S(=O)(=O)NCc2ccc(F)cc2)cn1C,x,x,x,x,0%,13%,-4.8%,-6%,1.2%,x,-1%[20 µM],x
CCC(=O)Nc1ccc(S(=O)(=O)NCc2ccco2)cc1,-0.6,-0.24,-0.082,0.52,-7%,18%,-8.8%,-8%,0.0%,-5%,28%,4%
O=C(Nc1ccc(F)cc1F)C1CCCN(c2ncnc3c2nc2n3CCCCC2)C1 (centres undefined),x,x,x,x,1%,18%,-5.9%,-3%,-0.1%,x,22%,x
CCCCn1c(N)c(N(Cc2ccccc2OC)C(=O)COc2ccc(F)cc2Cl)c(=O)[nH]c1=O,x,x,x,x,9%,3%,-2.6%,-42%,-0.1%,x,11%,x
O=C(CN1C(=O)CCC1=O)Nc1nc(-c2ccc(Oc3ccccc3)cc2)cs1,0.74,-0.14,0.31,-0.74,-1%,-19%,-1.6%,48%,0.3%,-3%,-14%,-3%
CCCSc1ccc2nc(-c3ccccc3)cn2c1,-0.32,-0.27,-0.43,0.29,11%,6%,-0.2%,-23%,0.6%,-16%,0%,-2%
CCCCCCC(=O)N(O)C1CC(=O)N(c2ccc(F)cc2)C1=O (centres undefined),-4.7*,2.2*,-2.2*,-0.086*,62%,-3%,1.3%,2%,0.3%,50%,30%,u
COc1ccc(N2CCN(C(=O)C3CCN(S(=O)(=O)c4ccc(F)cc4)CC3)CC2)cc1,0.86,-0.094,0.69,-0.57,-6%,-7%,1.2%,-25%,0.2%,6%,8%[20 µM],9%
O=C(CNC(=O)c1ccc2c(c1)OCO2)N/N=C(Br)/C=C/c1ccccc1,0.34,-0.19,0.087,-0.55,32%,-48%,2.5%,80%*,0.3%,-9%,-20%,4%
CC(=O)Nc1ccc(NC(=O)CSc2ccc(-c3ccco3)nn2)cc1,-0.4,-0.26,-0.032,1,46%,-7%,-3.5%,-47%,0.3%,-1%,-27%,-6%
CC(=O)Nc1cccc(-c2csc(N)n2)c1,-0.092,-0.29,0.15,0.68,-7%,-2%,-1.7%,-25%,0.4%,-2%,7%,3%
CCc1ccc(OCC(=O)N(Cc2cccs2)C2CCS(=O)(=O)C2)cc1 (centres undefined),x,x,x,x,4%,8%,-0.9%,0%,0.4%,x,-4%[20 µM],x
CC(C)NC(=O)C1CCN(C2CCN(C(=O)c3ccc4cccc(F)c4n3)CC2)CC1,-0.66,-0.28,0.069,1.7,6%,5%,4.0%,-12%,-0.1%,-6%,17%,3%
COc1cc(C(=O)CSc2nncn2C)cc(OC)c1OC,-0.032,-0.16,0.021,2.2,-4%,8%,6.9%,3%,-0.2%,-4%,-20%,-1%
Cc1cccc(C(=O)NNC(=O)c2ccco2)c1O,x,x,x,x,0%,-5%,1.3%,-40%,-0.1%,x,-11%,x
Cc1ccc2oc(Nc3nc(C)c(C)c(C)n3)nc2c1,-0.36,-0.24,-0.41,0.1,6%,-97%,3.0%,-6%,-0.2%,-4%,7%,-1%
CC1CCN(CCCNC(=O)c2ccc3c(Cl)c4c(nc3c2)CCCC4)CC1,-5*,1.2*,-2*,-1.2*,7%,0%,8.4%,0%,0.3%,26%,-41%,13%
Cc1ccccc1NS(=O)(=O)c1cc(C(=O)NCCSC2CCCCC2)ccc1C,0.47,-0.19,0.78,0.0016,-6%,11%,3.5%,x,-0.2%,10%,2%,5%
Cc1cccc(S(=O)(=O)NC2CCCCCCC2)c1,x,x,x,x,20%,1%,0.6%,-28%,x,x,-10%,x
S=c1[nH]ccn1Cc1ccccc1,1,-0.24,0.8,-0.83,16%,-4%,2.2%,-28%,0.9%,-7%,-38%,0%
O=C(Nc1ccc(Cc2ccc(NC(=O)C3CC3)cc2)cc1)C1CC1,0.77,-0.18,0.31,-0.22,18%,18%,-6.2%,-63%,-0.2%,11%,-9%,-2%
CS(=O)(=O)N(Cc1cccc(CN(C(C(=O)O)c2ccccc2)S(C)(=O)=O)c1)C(C(=O)O)c1ccccc1 (centres undefined),x,x,x,x,-16%,-23%,0.4%,-19%,-0.1%,x,4%[20 µM],x
CN1CCN(C(=S)C(=O)Nc2ccccc2)CC1,-1,-0.28,-0.18,0.47,-14%,16%,0.1%,2%,-0.1%,-6%,-26%[20 µM],1%
Cc1sc(NC(=O)CSc2nnc(-c3ccccc3)o2)c(C#N)c1C,0.87,-0.21,0.24,0.14,-7%,-1%,0.9%,-6%,-0.4%,48%,34%,25%*
Cc1cc(C)n(C(=O)CNC(=O)C2COc3ccccc3O2)n1 (centres undefined),-0.12,-0.26,0.49,0.64,8%,13%,-5.4%,-10%,-0.1%,10%,-5%,-7%
CCOC(=O)N1CCN(S(=O)(=O)c2ccc(C(=O)Nc3sc4c(c3C#N)CC(C)(C)NC4(C)C)cc2)CC1,x,x,x,x,10%,-1%,3.3%,-28%,-0.1%,x,-5%,x
COc1ccc(-c2cccc(C(=O)Nc3ccccc3C)c2)cc1,-0.57,-0.23,-0.3,0.43,-6%,24%,-5.2%,-16%,-0.3%,2%,19%,5%
COc1cc(C(=O)Nc2nnc(SC)s2)c([N+](=O)[O-])cc1OC,0.34,-0.09,0.13,-0.012,-2%,5%,-1.7%,-22%,-0.3%,10%,-3%,5%
Cc1cccc(C(=O)N/N=C/c2coc3ccccc3c2=O)c1,x,x,x,x,3%,0%,7.2%,-14%,-0.1%,x,-7%,x
CC(=O)Nc1ccc(SCC(=O)c2c(N)n(Cc3ccccc3)c(=O)n(C)c2=O)cc1,-0.11,-0.13,0.0026,0.69,-12%,16%,1.9%,6%,0.4%,5%,-1%,14%
COc1ccc(N(CC2CO2)S(=O)(=O)c2ccccc2)cc1 (centres undefined),-0.55,-0.2,-0.22,1.2,-3%,12%,0.7%,-22%,-0.1%,12%,-18%,-2%
NC(=O)C1(NC(=O)[C@@H]2CC3(CC(c4cccc(NC(=O)c5cc([N+](=O)[O-])cc([N+](=O)[O-])c5)c4)=NO3)CN2C(=O)c2ccccc2)CC1 (some centres undefined),-0.83,-0.24,-0.94,3.1,35%,10%,2.9%,8%,0.0%,-1%,-46%,3%
COc1ccc(S(=O)(=O)N2CCN(C(=O)Cc3cccs3)CC2)cc1,-0.36,-0.19,-0.35,0.017,1%,9%,-1.2%,-25%,-0.2%,-7%,-6%,4%
O=C(O)c1ccc2c(c1)C(=O)N(c1cccc(S(=O)(=O)Nc3cccc(C(F)(F)F)c3)c1)C2=O,0.48,-0.28,0.53,-0.17,11%,16%,-3.1%,-29%,-0.7%,10%,16%,4%
COc1cccc(C(=O)NC(C)c2ccc(-c3ccccc3)cc2)c1OC (centres undefined),x,x,x,x,-5%,5%,-0.7%,6%,-0.1%,x,-11%,x
COc1ccc(NC2=C(Cl)C(=O)N(c3ccccc3)C2=O)c(OC)c1,-0.37,-0.24,-0.17,0.62,-7%,8%,-3.2%,-46%,0.2%,0%,12%,6%

# This is a subset. The share of hits here may be higher or lower than overall.
